Bioassay records as filed in PubChem BioAssay.
tim23-1 inh – growth inhibitors of tim23-1 mutant yeast; S. cerevisiae tim23-1 growth, BacTiter-Glo luminescence, 24 h; AID 463212; hit rate 1.3% among 330,000; inhibition, % at 20 µM;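 active = growth inhibition of the mutant yeast at or above 50%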;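 also: temperature-sensitive mutant grown at 25 °C; plate controls were DMSO-treated mutant yeast for no effect and medium wells lacking yeast for full effect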
697 NFkB inh – inhibitors of the PMA/ionomycin-induced NF-kB reporter in 697 B cells; inhibition, % at 4 µM; hit rate 0.33% among 330,000; 697 B-cell NF-kB luciferase reporter, 16 h; in the data active = inhibition above about 35%
Jurkat NFkB inh – lowers PMA/ionomycin-induced NF-kB signal in Jurkat cells | PMA/ionomycin-induced NF-kB luciferase reporter, luminescence | inhibition, % at 4 µM | hit rate 0.53% among 330,000 | AID 435003; in the data active = inhibition above about 50%
UPR XBP1 act – adaptive UPR (XBP1) activation | CHO-XBP1 luciferase reporter, IRE1-XBP1 UPR activation, luminescence; percent of tunicamycin response, DMSO as zero | activation, % at 20 µM | hit rate 0.33% among 330,000 | AID 463104;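 active = versus positive control, 20 µM dose yields 30% or more activation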;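 also: 100% = tunicamycin at 10 µg/mL and 0% = DMSO only wells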
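Signal: luciferase luminescence; Assay system: CHO-XBP1 luciferase reporter cells; Amount: one thousand reporter cells per well; Dosing: 20 µM single concentration, DMSO 1%; Benchmarks: high control tunicamycin 10 µg/mL final, low control DMSO vehicle only; Schedule: 6 h compound exposure at 37 °C, 5% CO2; Evaluation: percent activation relative to tunicamycin reference.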
Mdm2 MdmX PPI – human Mdm2/MdmX binding inhibition; O15151+Q00987; SaOS-2 split-luciferase Mdm2/MdmX complementation, luminescence; inhibition, % at 8 µM; hit rate 3% among 330,000; AID 485346;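 active = inhibition of at least 50% at 8 µM in the primary screen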
Target sequence (O15151 whole entry, looked up): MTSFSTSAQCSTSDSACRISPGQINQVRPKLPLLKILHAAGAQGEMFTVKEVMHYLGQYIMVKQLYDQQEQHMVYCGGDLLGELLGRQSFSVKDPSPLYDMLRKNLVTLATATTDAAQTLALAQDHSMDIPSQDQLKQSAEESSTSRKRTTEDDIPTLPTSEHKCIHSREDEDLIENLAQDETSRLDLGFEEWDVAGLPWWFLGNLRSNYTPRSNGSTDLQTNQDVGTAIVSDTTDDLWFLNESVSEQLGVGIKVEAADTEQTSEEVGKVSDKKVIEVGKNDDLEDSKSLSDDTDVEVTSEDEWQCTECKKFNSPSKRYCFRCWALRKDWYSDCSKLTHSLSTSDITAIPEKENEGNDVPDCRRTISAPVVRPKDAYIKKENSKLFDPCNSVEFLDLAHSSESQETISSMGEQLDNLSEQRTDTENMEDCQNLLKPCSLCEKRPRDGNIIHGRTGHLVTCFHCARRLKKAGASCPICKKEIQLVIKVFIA
Target sequence (Q00987 whole entry, looked up): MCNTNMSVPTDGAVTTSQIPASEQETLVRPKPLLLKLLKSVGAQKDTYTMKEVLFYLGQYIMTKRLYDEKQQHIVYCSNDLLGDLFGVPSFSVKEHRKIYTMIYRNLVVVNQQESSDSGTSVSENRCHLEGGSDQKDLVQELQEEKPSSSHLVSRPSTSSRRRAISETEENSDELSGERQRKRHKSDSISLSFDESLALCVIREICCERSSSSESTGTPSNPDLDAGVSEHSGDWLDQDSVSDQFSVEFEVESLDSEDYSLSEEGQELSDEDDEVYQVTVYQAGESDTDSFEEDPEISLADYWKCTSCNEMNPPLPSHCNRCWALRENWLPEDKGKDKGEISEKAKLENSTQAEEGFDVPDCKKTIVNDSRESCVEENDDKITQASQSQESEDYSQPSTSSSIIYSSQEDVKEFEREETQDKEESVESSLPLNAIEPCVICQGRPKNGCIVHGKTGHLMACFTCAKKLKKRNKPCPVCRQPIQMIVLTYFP
TIM10 inh – TIM10 yeast growth inhibition; S. cerevisiae TIM10 strain growth, BacTiter-Glo luminescence, 24 h; hit rate 1.4% among 330,000; AID 463195; inhibition, % at 10 µM;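 active = inhibition of 40% or more at the single tested concentration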;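 also: wild-type TIM10 isogenic control strain grown at permissive 25 °C; 0% = DMSO yeast wells and 100% = minimal medium wells without yeast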
CHOP UPR activ – apoptotic UPR (CHOP) activation. activation, % at 10 µM. CHO-CHOP luciferase reporter, luminescence; percent of tunicamycin response over DMSO baseline. hit rate 0.34% among 330,000;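 active = at 10 µM dose, activation of 40% or more, normalized to positive control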;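 also: 100% = tunicamycin at 10 µg/mL and 0% = DMSO alone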
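Evaluation: % reporter activation, DMSO baseline versus tunicamycin full activation; System: CHO-CHOP luciferase reporter cell line; Input: 500 cells/well; Incubation: 6 h compound treatment, 37 °C; Measured by: Steady-Glo luciferase luminescence; Dosing: one dose, 10 µM in 0.5% DMSO; Buffer or medium: F12 medium, 10% FBS; Benchmarks: positive tunicamycin 10 µg/mL, negative DMSO alone.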
tim10-1 inh – inhibits growth of tim10-1 mutant yeast; S. cerevisiae tim10-1 ts strain growth, BacTiter-Glo, 24 h; inhibition, % at 20 µM; hit rate 2.2% among 330,000;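 active = inhibition of at least 40%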;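 also: mutant grown at 25 °C; 0% = DMSO wells with yeast and 100% = wells holding no yeast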
* hit, by the source's call.

Each structure is followed by: tim23-1 inh	697 NFkB inh	Jurkat NFkB inh	UPR XBP1 act	Mdm2 MdmX PPI	TIM10 inh	CHOP UPR activ	tim10-1 inh
CN(C)C(=O)Oc1cccc(-c2cn3cc(Cl)ccc3n2)c1
→ 20	-23	-30	2	-10	4	6.1	-3
COc1ccc(C(=O)C2CCCN(Cc3cnc(C)s3)C2)c(OC)c1 (configuration not stated)
→ 9	-27	19	-2	16	-15	-2.5	-1
COCCNCCOc1ccc(C(C)(C)c2ccccc2)cc1
→ 1	-40	-16	-2	2	17	-0.1	1
CC(C)N1CCN(Cc2cc3c(cc2Cl)OCO3)CC1CCO (configuration not stated)
→ 9	-17	-3	-2	-10	4	0.9	14
O=C(OCC(=O)c1ccc([N+](=O)[O-])cc1)/C(=C\c1ccc(Cl)cc1)NC(=O)c1ccccc1
→ 49	6	7	-1	6	26	-1.8	17
O=C1OCCC1NC1=NCCC1 (configuration not stated)
→ 26	-9	-4	0	12	-4	-0.2	-2
N=C1C(c2ccccc2)=C(O)CN1Cc1ccco1
→ 1	-23	-1	-4	-22	-5	-0.9	-4
CC(=O)N1CC(=O)Nc2ccc(F)cc2C1c1ccccc1 (configuration not stated)
→ 5	0	-12	-4	28	-5	-2.5	11
COc1ccc2[nH]cc(CCN=C(N)N)c2c1
→ -4	6	2	1	1	-16	-1.1	-15
Cc1ccc(-n2c(/C=C/c3ccccn3)nc3ccccc3c2=O)cc1
→ 22	9	-6	0	59*	9	-1.0	23
N=c1sc2c(n1Cc1ccccc1)CCCC2
→ 9	-19	3	-3	15	-14	-2.0	14
Brc1ccc2[nH]cc(/C=N/N3CCCCC3)c2c1
→ 47	20	-7	0	7	18	-1.7	42*
CC12CN3CCN(CC(C3)/C1=N/NC(N)=O)C2
→ 7	-2	-11	-3	23	14	-2.6	6
CC1=C[C@@H]2c3cccc4[nH]cc(c34)C[C@H]2N(C)C1
→ -21	10	6	-1	11	-1	0.0	-10
CC(=NCc1ccco1)c1c(O)n(-c2ccccc2)c(=O)[nH]c1=O
→ 12	12	9	-1	-6	2	-2.0	12
COC(=O)C1=C(c2ccc(S(C)(=O)=O)cc2)C[C@@H]2CC[C@H]1N2C(=O)NC1CCCCC1
→ 17	18	7	0	-9	4	2.0	1
CCOc1ccc(C2C(C#N)=C(N)Oc3c2c(=O)oc2ccccc32)cc1 (configuration not stated)
→ -6	12	1	0	-5	10	0.8	14
COC(=O)C1=C(c2ccc(Cl)c(C(F)(F)F)c2)C[C@@H]2CC[C@H]1N2C(=O)N1CCC(O)(c2ccc(Cl)cc2)CC1
→ 16	6	4	12	88*	14	4.7	-1
O=C(c1ccccc1F)c1cn(CC(=O)N2CCCC2)c2ccccc12
→ 4	0	-4	3	-1	-12	2.5	17
O=C1CN(O)C(c2ccccc2)=c2cc(Br)ccc2=N1
→ 0	-3	2	-3	7	0	0.5	-4
COc1ccc(OCC(=O)N2CCN(Cc3ccc(SC)cc3)CC2)cc1
→ -17	-32	5	-3	25	-3	-0.7	-1
Cc1ccc(N2C(=O)NC(=O)/C(=C/C=C/c3ccco3)C2=O)cc1
→ 28	-24	-3	-4	54*	-13	168*	5
COc1cc2c(cc1OC)CN(c1ccc([N+](=O)[O-])c(C(F)(F)F)c1)CC2
→ 41	7	9	-1	59*	54*	4.7	60*
Cc1cccc(N2C(=O)NC(=O)/C(=C\C=C\c3ccco3)C2=O)c1
→ 14	0	11	3	27	7	9.7	0
C=Cn1ccnc1P(=S)(c1c(C)nn(-c2ccccc2)c1C)c1nccn1C=C
→ 20	-7	-7	-2	-2	16	-0.1	27
CCC(=NCc1cccnc1)c1c(O)n(-c2ccccc2)c(=O)[nH]c1=O
→ -9	10	-4	-2	4	12	0.5	-9
CCOC(=O)C1CCN(C(C)C(=O)c2c(C)[nH]c3cc(C)ccc23)CC1 (configuration not stated)
→ 11	8	6	-3	-8	-3	-1.3	2
ON1C2CCCCC2N(O)C1c1ccccc1F (configuration not stated)
→ -11	-8	0	-1	27	7	0.1	-16
O=C(c1ccc2c(c1)N(Cc1ccc(F)cc1)CCS2)N1CCC2(CC1)OCCO2
→ 32	5	3	-2	19	-3	2.1	40*
N[C@@]1(C(=O)O)CC[C@@H](C(=O)O)C1
→ -8	10	3	-6	20	2	-2.7	14
CCCCn1c(O)c(C(C)=NCc2cc(OC)cc(OC)c2)c(=O)[nH]c1=O
→ 31	22	-4	1	22	9	-2.2	20
CC1=CC(=O)C2=C(C)C[C@H](O)[C@@H]3[C@H](OC(=O)[C@H]3C)[C@@H]12
→ 10	11	5	-7	15	5	1.2	3
CCOC(=O)c1sc(/N=C/c2c(O)n(-c3ccccc3)c(=O)[nH]c2=O)c(C#N)c1C
→ 14	7	-4	2	12	-12	0.2	3
O=C(CN1CCCC1)Nc1ccc(Cl)cc1C(=O)c1ccccc1
→ -7	15	0	-5	8	7	-1.2	8
CN1CCC(N(C)Cc2cccnc2)CC1
→ -7	6	-2	-5	-1	-13	1.2	-19
COc1ccc(N=C(C)c2c(O)n(C)c(=O)n(C)c2=O)c(OC)c1
→ 12	-5	1	6	16	-4	2.9	10
COC(=O)C1=C(c2ccc(OC)c(OC)c2)C[C@@H]2CC[C@H]1N2C(=O)NCc1ccco1
→ 1	10	3	-2	-9	-3	0.7	1
c1ccc(CN2CCN(Cc3ccc4ccccc4c3)CC2)cc1
→ 3	-5	-2	-5	-8	-4	0.4	25
O=c1c2ccccc2[nH]c(=S)n1-c1ccc2c(c1)OCCO2
→ 3	-27	-39	4	17	4	5.4	-6
Cc1cccc(N2C(=O)NC(=O)/C(=C\c3cccn3-c3ccc(Cl)cc3)C2=O)c1
→ -12	25	22	-3	73*	-4	419*	-15
C[C@]12CCC(=O)C(O)=C1CC[C@@H]1[C@@H]2CC[C@]2(C)C(=O)CC[C@@H]12
→ 14	-5	-2	-6	6	-1	-0.7	-12
Cc1nn(Cc2ccccc2Cl)c(Cl)c1C(=O)OC(C(=O)NC(N)=O)C(C)C (configuration not stated)
→ 5	-3	11	-1	-10	13	-0.2	16
CCc1n[nH]c(CCN)n1
→ 6	17	17	2	5	12	1.6	11
O=[N+]([O-])c1cc(S(=O)(=O)c2ccc(O)c([N+](=O)[O-])c2)ccc1O
→ -7	9	10	-1	-7	5	-0.2	0
CN1C(=O)C(=Cc2ccccc2OS(=O)(=O)c2ccccc2)C(=O)N(C)C1=O
→ 77*	-26	-13	-2	2	35	-0.9	25
CN1CCN(c2ccc(NC(=O)C(C)(C)C)cc2)CC1
→ -3	-6	-13	-1	-39	-7	1.3	10
CC(C)(C)C(O)C(Oc1ccc(Cl)cc1)n1cncn1 (configuration not stated)
→ -201	-4	-7	-7	12	-85	-1.0	-68
COc1ccc(-n2c(/C=C/c3ccc(O)c(OC)c3)nc3ccccc3c2=O)cc1
→ 43	15	-15	2	44	1	3.7	5
Cc1nc2c(c(=O)[nH]1)C(c1ccccc1Cl)c1c(c3ccccc3oc1=O)O2 (configuration not stated)
→ 15	16	17	1	4	13	-1.6	3
Cc1cccc(N2C(=O)NC(=O)/C(=C\c3cc(C)n(-c4sc5c(c4C#N)CCCC5)c3C)C2=O)c1C
→ 16	1	-2	0	20	19	0.3	36
Cc1nn(Cc2ccccc2Cl)c(C)c1C(=O)OCC(=O)NC1CCCC(C)C1C (configuration not stated)
→ 16	-6	0	-3	17	-1	0.3	-5
CCn1c(=O)n(CC(=O)N2CCC3(CC2)OCCO3)c(=O)c2ccccc21
→ 0	-3	-5	-2	14	-9	-0.7	-12
CCOC(=O)c1ccc(N2C(=O)CC(N3CCC(C#N)(c4ccccc4)CC3)C2=O)cc1 (configuration not stated)
→ 42	-19	5	1	22	42*	0.7	38
CSCc1nnc2n1-c1ccc(Cl)cc1C(c1ccccc1)=NC2
→ -6	-8	-4	-2	8	7	1.8	-3
CCN1c2nc3c(C)cccn3c(=O)c2CC2(C(=O)N(C)C(=O)N(C)C2=O)C1C (configuration not stated)
→ 4	-3	-7	1	27	5	-1.2	21
O=C(CN1CCCC1=O)NCCc1ccccc1
→ 7	13	11	-4	-21	13	1.1	5
CN(C(=O)Oc1ccc(Cl)c2cccnc12)c1ccccc1
→ 34	10	-4	-1	13	26	1.0	23
Cc1cc(/C=C2/C(=O)NC(=O)N(c3ccccc3)C2=O)c(C)n1-c1ccc(F)cc1
→ 8	13	3	-1	24	-11	0.9	2
CCC(C)N1Cc2ccccc2C1=N (configuration not stated)
→ 17	3	10	-4	12	2	-1.8	3
O=P(C(c1ccc2c(c1)OCO2)N1CCOCC1)(N1CCOCC1)N1CCOCC1 (configuration not stated)
→ 5	0	8	-2	23	8	-1.9	13

Following part:
Each structure is followed by: tim23-1 inh	697 NFkB inh	Jurkat NFkB inh	UPR XBP1 act	Mdm2 MdmX PPI	TIM10 inh	CHOP UPR activ	tim10-1 inh
CCN1CCN(S(=O)(=O)c2ccc(Cl)c(C(=O)Nc3ccc(C(=O)N(CC)CC)cc3)c2)CC1
→ -7	-31	21	-5	14	-2	-2.5	-22
CCOP(=O)(OCC)C(NC(=O)CC(C)C)C(Cl)(Cl)Cl (configuration not stated)
→ 14	-4	3	-1	6	7	-2.0	12
CNCC(O)c1ccc(O)cc1 (configuration not stated)
→ 9	23	7	-5	-5	-1	1.6	3
O=C1CN=C(c2ccccc2)c2oc3ccc(Br)cc3c2N1
→ -8	16	1	0	4	5	0.2	12
O=C(O)C1C2CCC(O2)C1C(=O)Nc1cccc(Br)c1 (configuration not stated)
→ 10	-2	0	4	14	-3	0.2	5
CCCNC(=O)Cn1cnc2sc(C(=O)N3CCC4(CC3)OCCO4)c(C)c2c1=O
→ 6	9	-7	-4	-9	-6	0.6	4
O=C1NC(=O)N(Cc2ccccc2)C(=O)/C1=C\N1CCCc2ccccc21
→ 0	-10	-9	0	24	-12	-1.3	-5
O=C(NCc1ccccc1)c1cccn(Cc2cccc(Cl)c2)c1=O
→ 40	-17	2	-1	1	27	-0.5	36
CN(Cc1c[nH]c2ccccc12)C1CCCCC1
→ -1	-7	29	17	5	11	29	14
Cc1cc(OCCCC(=O)NCc2cccs2)ccc1Cl
→ -8	8	-3	1	17	-9	-1.7	14
COC(=O)C1=C(c2cccc(OC)c2OC)C[C@@H]2CC[C@H]1N2C(=O)NCCS(C)=O (some centres not stated)
→ -4	0	3	-1	6	-13	-1.9	4
NC(=O)CN1CC(c2ccccc2)CC1=O (configuration not stated)
→ 6	21	11	-6	9	2	-0.2	-6
CCCCCn1c(=O)c(C(=O)Nc2nc3ccccc3[nH]2)c(O)c2ccccc21
→ 1	7	-1	16	21	13	16	-18
CCc1ccccc1N1C(=O)NC(=O)/C(=C\c2cc(C)n(C)c2C)C1=O
→ 0	-10	-4	0	-13	-10	4.4	17
CCCCCn1c(=O)c(C(=O)NCc2ccccn2)c(O)c2ccccc21
→ 33	1	-5	0	14	10	-1.4	2

Grouped by structure, the entries above with a nitro group on carbon (3)
Each structure is followed by: tim23-1 inh	697 NFkB inh	Jurkat NFkB inh	UPR XBP1 act	Mdm2 MdmX PPI	TIM10 inh	CHOP UPR activ	tim10-1 inh
O=C(OCC(=O)c1ccc([N+](=O)[O-])cc1)/C(=C\c1ccc(Cl)cc1)NC(=O)c1ccccc1
→ 49	6	7	-1	6	26	-1.8	17
COc1cc2c(cc1OC)CN(c1ccc([N+](=O)[O-])c(C(F)(F)F)c1)CC2
→ 41	7	9	-1	59*	54*	4.7	60*
O=[N+]([O-])c1cc(S(=O)(=O)c2ccc(O)c([N+](=O)[O-])c2)ccc1O
→ -7	9	10	-1	-7	5	-0.2	0

The list is partial, so the mix of outcomes need not match the whole.
